# SIRT5 inh – SIRT5 desuccinylase inhibitors, primary screen, biochemical, fluorescence imaging, single point, set 5 | NAD-dependent protein deacylase sirtuin-5, mitochondrial (Homo sapiens), Q9NXA8 | Purified SirT5, succinyl-peptide AMC, trypsin-coupled fluorescence | inhibition, % at 15 µM | 1.1% of 330,000 active; in the data active = inhibition above about 15%; inconclusive = no clear call, values can overlap the other calls
# Casp6 inh – human caspase-6 inhibitors, primary screen, biochemical, VEID-R110 fluorescence, single point, set 2 | 0.53% of 350,000 active | purified caspase-6, Z-VEID-R110 cleavage fluorescence | inhibition, % at 12.5 µM | P55212;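 active = mean inhibition across replicates at least about 35%, with every replicate also reaching that limit, limit read from the data; inconclusive = only one of the two criteria met; inactive = neither criterion met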;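 note: 0% = median of neutral control wells and 100% = no fluorescence left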
# Target sequence (P55212 24-179 limits assumed): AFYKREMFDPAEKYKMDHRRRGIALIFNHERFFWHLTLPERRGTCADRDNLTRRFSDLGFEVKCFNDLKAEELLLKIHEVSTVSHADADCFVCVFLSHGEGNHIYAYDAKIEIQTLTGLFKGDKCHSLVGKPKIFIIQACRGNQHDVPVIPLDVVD
# Target sequence (P55212 194-293 limits assumed): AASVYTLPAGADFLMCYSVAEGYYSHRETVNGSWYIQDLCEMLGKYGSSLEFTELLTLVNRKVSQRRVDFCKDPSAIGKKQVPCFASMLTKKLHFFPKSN
# miR122 inh – miR-122 Renilla sensor signal increase in Huh7, primary screen, miR-122 inhibitor project, cell-based, single point, plate reader; AID 602342, 2012; Huh7 miR-122 Renilla luciferase sensor, 48 h; neutral wells = 0, positive control = 100; activation (reporter increase), % at 12.5 µM; 0.3% of 340,000 active;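 active = mean replicate activation score at least 90 and every replicate individually at or above 90; inconclusive = only one of the two criteria met; inactive = neither criterion met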;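 note: higher luciferase means less miR-122 activity so hits act as miR-122 inhibitors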
# DENV2 CPE rescue – inhibitors of DENV2 cytopathic effect, primary screen, cell-based, plate reader, single concentration. DENV2-infected cells, cytopathic effect rescue. CPE inhibition, % at 9.99 µM. 1.7% of 350,000 active; in the data active = CPE inhibition above about 20%, passing the limit was not always enough; inconclusive = no clear call, values can overlap the other calls; tested in BHK-21 cells;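 note: 0% = median of neutral control wells and 100% = median of positive control wells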
# ERp5 block – inhibitors of ERp5-driven insulin aggregation, primary screen, biochemical, turbidity, absorbance 650 nm, single point; inhibition, % at 9.99 µM; 0.05% of 350,000 active; Protein disulfide-isomerase A6 (Homo sapiens), Q15084; 90 min;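 active = mean replicate inhibition above about 25%, with every replicate also reaching it, limit read from the data, passing the limit was not always enough; inconclusive = only one of those two criteria met; inactive = neither criterion met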
# Target sequence (Q15084 whole entry, looked up): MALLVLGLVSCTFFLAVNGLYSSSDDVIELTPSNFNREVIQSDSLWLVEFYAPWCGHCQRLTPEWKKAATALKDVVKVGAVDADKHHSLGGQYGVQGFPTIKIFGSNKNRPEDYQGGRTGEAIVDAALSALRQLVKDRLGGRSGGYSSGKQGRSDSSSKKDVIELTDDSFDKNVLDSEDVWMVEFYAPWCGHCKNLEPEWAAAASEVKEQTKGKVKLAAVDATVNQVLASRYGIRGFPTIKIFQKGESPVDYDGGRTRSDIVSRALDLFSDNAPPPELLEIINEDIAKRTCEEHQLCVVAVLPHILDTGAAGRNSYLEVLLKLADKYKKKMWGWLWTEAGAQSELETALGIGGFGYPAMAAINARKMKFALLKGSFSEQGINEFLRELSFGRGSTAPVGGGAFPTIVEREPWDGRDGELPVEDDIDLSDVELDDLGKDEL
# ERAP1 inh – human ERAP1 aminopeptidase inhibitors, primary screen, biochemical, single point, plate reader | Endoplasmic reticulum aminopeptidase 1 (Homo sapiens), Q9NZ08 | recombinant ERAP1, Leu-AMC fluorescence, 60 min | inhibition, % at 10.7 µM | 0.15% of 340,000 active;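 active = mean replicate inhibition of at least 30%, or all replicates individually reaching that 30% level; inactive = mean below 30% and not every replicate reaching it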;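 note: 0% = neutral control wells and 100% = L-leucinethiol positive control wells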
# CFTR F508del cor – F508del CFTR correction, initial screen, CFBE line, single point. CFBE cells, YFP halide quenching; stimulated with forskolin plus potentiator P3; % fluorescence drop versus neutral controls. activity (quench increase), % at 7.58 µM. 0.36% of 350,000 active;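 active = mean added fluorescence quench of at least 8% versus neutral control, with both replicates also reaching 8%; inconclusive = only one of the mean or replicate conditions met; inactive = mean below 8% and not both replicates reaching 8%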;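 note: cells transiently co-express mutant CFTR-F508del with the halide-sensitive YFP; corrector assay measuring rescue of mutant channel to the surface after 24 h compound exposure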
# The depositor's hits bear a star; ? = inconclusive; nt = no result given; & = joins results of further samples; [ ] = remark or other dose.
miR122 inh	Casp6 inh	CFTR F508del cor	SIRT5 inh	ERp5 block	ERAP1 inh	DENV2 CPE rescue	SMILES
4	3	-1.9	3	-2	-2	2	CCNC(=O)c1c(NC(=O)c2cc(-c3cc(C)cc(C)c3O)n[nH]2)sc2c1CCCC2
-2	-2	-2.1	0	-4	-5	1	Cc1nc2ccc(C(=O)Nc3ccc4nc[nH]c4c3)cc2[nH]1
nt	3	-0.4	6	-8	-2	0	CN(C)c1nc(N(C)C)n(C(=O)c2cccs2)n1
-4	0	1.1	-1	?	3	7	O=C(CNC1CCCCC1)Nc1ccc(Cl)cc1
2	-6	nt	-13	8	-3	-3	CCCNC(=O)c1nn2c(C(F)(F)F)cc(-c3ccccc3)nc2c1Br
11&2[16.7 µM]	1&-1	-2.8&-1.2&-5.4	-1&-5	-4&5	0&-3	11&10	C[C@H](CO)N1C[C@H](C)[C@@H](CN(C)C(=O)Nc2ccc3c(c2)OCCO3)OCc2cn(nn2)CCCC1=O
-7	-3	-2.0	-1	4	1	6	COc1ccc(-n2nc(C(=O)NCC(=O)N3CCCC3)c3ccccc3c2=O)c(OC)c1
nt	-3	-0.4	2	1	-6	2	Cc1cnc([N+](=O)[O-])n1CCOC(=O)NC(=O)c1c(F)cccc1F
nt	0	1.1	3	3	0	14	COc1ccccc1C(=O)N=Nc1c(O)[nH]c2ccc([N+](=O)[O-])cc12
nt	-2	3.6	nt	-1	-1	-6	CO[C@H]1CN(C)C(=O)c2ccc(NC(=O)Nc3cc(Cl)cc(Cl)c3)cc2OC[C@H](C)NC[C@@H]1C
-13	-16	-1.3	-6	-7	7	11	S=C(NCCCN1CCOCC1)N1CCN(c2cccc(Cl)c2)CC1
-3	-3	-0.7	0	0	1	-3	CC1(C)CC[C@]2(C(=O)O)[C@H](O)C[C@]3(C)C(=CCC4[C@@]5(C)C[C@H](O)[C@H](O)[C@@](C)(CO)C5CC[C@]43C)[C@@H]2C1 (some centres not stated)
-5	3	5.9	-6	7	-1	7	Cn1c(N)c(S(=O)(=O)N2CCCC2)c(=O)n(C)c1=O
2	-1	-1.6	-2	-1	0	4	Cc1ccc(S(=O)(=O)N2CCN(c3ccc4nnc(-c5ccccc5)n4n3)CC2)cc1
78	41*	nt	nt	-1	0	nt	CSc1ccccc1NC(=O)COC(=O)/C=C/c1ccco1
nt	9	-0.6	-4	2	0	nt	Oc1c(Br)cc(Br)cc1C=NCc1ccc(F)cc1
17[16.7 µM]	1	-0.1	3	0	-2	-6	Cc1ccc(S(=O)(=O)N[C@H]2CC[C@@H](CC(=O)O)O[C@@H]2CO)cc1
nt	-5	-1.6	6	0	0	15	COc1ccc(-c2ccc([C@@H]3[C@@H](CO)N4C(=O)CN(C(=O)c5ccccn5)C[C@H]34)cc2)cc1
1[16.7 µM]	0	-1.3	0	-1	0	-6	C[C@H]1CN([C@@H](C)CO)C(=O)c2cc(NC(=O)Cc3cn(C)c4ccccc34)ccc2O[C@@H]1CN(C)S(C)(=O)=O
nt	2	0.2	3	2	-4	?	COc1ccccc1S(=O)(=O)N[C@H]1CC[C@@H](CCNC(=O)C2CCCCC2)O[C@H]1CO
nt	3	-0.4	-4	nt	1	-1	CC1(C)Cc2cccc(C(=O)Nc3ccc(Cl)cc3)c2O1
-8	0	0.0	-2	3	-1	0	Cc1cc(C)n(CC(=O)O)c(=O)c1[N+](=O)[O-]
nt	1	1.3	5	-7	2	-4	COc1ccc(CN(C)C[C@@H]2Oc3ccc(NS(=O)(=O)c4ccc(Cl)cc4)cc3CC(=O)N([C@@H](C)CO)C[C@H]2C)cc1
-8	-4	0.4	0	-14	0	-2	CC1(C(=O)OCC(=O)Nc2nc(-c3ccc(F)c(F)c3)cs2)CC1(Cl)Cl (configuration not stated)
1	-2	0.8	-3	-1	4	-11	CN1CCN(C(=O)c2ccc(Cl)cc2)CC1
2[16.7 µM]	0	-1.2	-4	-3	0	11	CCCNC(=O)C[C@@H]1C[C@H]2c3cc(NC(=O)C4CCC4)ccc3O[C@H]2[C@H](CO)O1
-3	-2	0.7	1	4	-4	-1	CCOC(=O)C1CNc2cc(S(=O)(=O)CC)ccc2O1 (configuration not stated)
0[16.7 µM]	2	1.2	-1	0	-1	0	O=C(CC1CC1)N1[C@@H](CO)[C@@H]2c3ccccc3N(S(=O)(=O)c3ccccc3F)C[C@@H]21
0[16.7 µM]	3&1	2.9&1.2	0&-4	6&-5	-3&2	17&4	C[C@H](CO)N1C[C@H](C)[C@@H](CN(C)C(=O)Nc2ccccc2)Oc2ccc(NS(=O)(=O)c3cn(C)cn3)cc2C1=O
nt	0	3.2	-3	4	-5	2	CCOc1ccccc1N1CCN(Cc2cnc(-c3ccccc3)[nH]2)CC1
9	2	0.3	1	-1	-2	1	Cc1cc(C(=O)Nc2cccc(NC(=O)c3ccco3)c2)ccc1[N+](=O)[O-]
-6	0	nt	0	-5	6	nt	CCOC(=O)Nc1ccc(C)cc1NC(=O)OCC
nt	4	nt	-5	5	0	5	O=C(c1ccco1)N(Cc1cccc([N+](=O)[O-])c1)c1ccc(Br)cc1
-20[16.7 µM]	-1	2.0	2	0	2	-2	Cc1ccc(S(=O)(=O)N[C@H]2CC[C@@H](CCNC(=O)C3CCCCC3)O[C@H]2CO)cc1
nt	0	-1.5	-1	1	-2	4	COC(=O)C1=C(C)N(CCc2c[nH]c3ccc(OC)cc23)C(=O)C1
-5	-1	-0.4	nt	3	nt	-4	CN(C)c1ccc(C2N(c3ccc(F)cc3)C(=O)C3CCCN32)cc1 (configuration not stated)
nt	2	0.1	-1	2	1	nt	CCN1CCN(C(=O)c2cc(S(=O)(=O)Nc3ccc(S(C)(=O)=O)cc3)ccc2Cl)CC1
nt	-8	26*	-2	4	1	-4	O=C1/C(=C\c2ccc(O)cc2)SC(=S)N1Cc1ccccc1
-2	-5	-2.0	-2	3	11	-1	O=C1CCC(=O)N(O)CCCCCNC(=O)CCC(=O)N(O)CCCCCNC(=O)CCC(=O)N(O)CCCCCN1
4	0	0.2	-4	-1	-7	-1	COc1ccc(Br)cc1/C=N/NC(=O)c1ccco1
nt	0	0.1	-3	-1	2	-3	COCCc1nnc(NC(=O)C(C)C)s1
-8	3	nt	0	-1	-4	4	Cc1nc2c(cc1C(=O)N/N=C/c1ccc(O)c(O)c1)c(=O)n(C)c(=O)n2C
9	1	0.1	-4	2	0	?	CCOc1ccc(N(CC(=O)N2CCOCC2)S(=O)(=O)c2ccc(SC)cc2)cc1
3	2	1.7	-4	2	-4	5	Cc1cnc(NC(=O)Cn2cnc3c2c(=O)n(C)c(=O)n3C)s1
-1[16.7 µM]	-1	0.2	5	1	0	-9	C[C@@H]1CCCCO[C@@H](CN(C)S(=O)(=O)c2ccccc2)[C@H](C)CN([C@H](C)CO)C(=O)c2cc(NC(=O)Cc3ccccc3)ccc2O1
nt	1	1.7	nt	2	nt	-2	COc1ccc(CNC(=O)c2sc(=O)n(Cc3ccc(C)cc3)c2C)cc1
nt	1	0.8	0	-1	3	-11	CCC(=O)N1CC2(C1)[C@H](c1ccc(-c3ccc(F)cc3)cc1)[C@@H](CO)N2C(=O)CC
-9	-2	nt	1	-7	1	nt	CCc1ccc(C(C)NC(=O)C2(C)CC2(Br)Br)cc1 (configuration not stated)
0	0	nt	-3	5	-2	-5	CCC(c1ccccc1)c1nnc(NC(=O)c2ccco2)s1 (configuration not stated)
-6	3	-0.8	-3	12	0	-3	COc1ccc(CC(=O)Oc2ccc(C(C)C)cc2)cc1S(=O)(=O)N1CCOCC1

# The list goes on:
miR122 inh	Casp6 inh	CFTR F508del cor	SIRT5 inh	ERp5 block	ERAP1 inh	DENV2 CPE rescue	SMILES
-5	0	-2.0	-2	-5	1	-12	CCc1nc2ccc(C(=O)NCC3CCCCC3)cn2c1N(C)Cc1nccs1
-2	0	-2.0	-1	-3	-2	-4	Cc1cc(C(=O)N2CCN(S(=O)(=O)c3ccc(F)c(Cl)c3)CC2)c(C)o1
-8[16.7 µM]	1	-2.0	-2	3	3	7	CNC[C@H]1Oc2c(NC(=O)Nc3ccccc3)cccc2C(=O)N([C@@H](C)CO)C[C@H]1C
-20[16.7 µM]	1	-1.3	0	3	1	4	C[C@H](O)C#Cc1ccc([C@@H]2[C@@H](CO)N3CCCCN(C(=O)c4ccc(F)cc4)C[C@H]23)cc1
nt	1	-1.0	-6	-1	0	14	Brc1cnc(OCc2ccccc2)nc1OCc1ccccc1
13	-1	3.1	nt	-2	0	4	C=CCNc1nc(Nc2ccccc2F)nc(OCC)n1
nt	1	-2.8	-1	1	2	-6	CO[C@@H]1CN(C)C(=O)c2ccc(NC(=O)C3CCOCC3)cc2OC[C@@H](C)N(S(=O)(=O)c2ccc(Cl)cc2)C[C@H]1C
nt	nt	-2.2	7	1	-1	12	COc1cc2oc(-c3ccc(O)cc3)cc(=O)c2c(OC)c1O
-3	-2	2.7	-4	5	-1	-6	CN(C)CCCO[C@@H]1[C@H]2OC(C)(C)O[C@H]2O[C@@H]1[C@H](O)CO
nt	-5	4.5	-2	-2	0	12	Cc1noc(/C=C/N(C)C)c1S(=O)(=O)N1CCC(C(=O)NC(C)(C)C)CC1
nt	-2	1.6	1	13	-3	-8	CCOc1ccc(C(=O)Nc2nnc(SCC(=O)NCC3CCCO3)s2)cc1 (configuration not stated)
nt	1	-1.9	-1	-3	1	6	O=C(O)CCNC1CCCCC1
8	3	0.9	-2	5	12	6	Cn1c(O)c(N=NC(=O)CNC(=O)c2ccccc2)c2cc(Br)ccc21
nt	6	0.7	-2	-4	-6	-2	CO[C@@H](CN(C)S(=O)(=O)c1ccc(F)cc1)[C@H](C)CN(C(=O)Nc1ccccc1F)[C@H](C)CO
5	-1	-0.6	nt	-15	-3	-5	CCC1S/C(=N/S(=O)(=O)c2ccc(N)cc2)NC1=O (configuration not stated)
nt	-1	-0.2	17*	1	1	-16	O=S(=O)(c1ccccc1)N1CC2(C1)[C@H](c1ccccc1)[C@H](CO)N2CCC(F)(F)F

# This is a random part of the collection. Share with any hit: about 4%.
